KOR beta-arrestin-1: KOR agonists, beta-arrestin recruitment, primary screen, cell-based, luminescence, uHTS (AID 1777); KOR beta-arrestin recruitment, luminescence; higher % means a stronger effect; one-dose activation, % at 10 µM; EC50 in µM for titrated hits; 280,000 compounds, 0.02% hits; in the data active = activation above about 50%, passing the limit was not always enough; also: a part of the inactive calls stands beside numbers as strong as those of hits
NOD1 inhibition: inhibition of NOD1-driven NF-kB reporter – cell-based, luminescence, uHTS, primary screen (AID 1578) | NOD1-driven NF-kB luciferase reporter cells, luminescence; higher % means a stronger effect | inhibition, % at 4 µM, or EC50 in µM where a hit was titrated | 290,000 compounds, 1% hits; in the data active = inhibition mostly above about 36%, no sharp cut-off; inactive = mostly below about 34%;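 also: HEK-293T reporter cells stimulated with the NOD1 agonist gamma-tri-DAP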
NTR1 ag: agonists of NTR1, primary screen, imaging, U2OS cells, beta-arrestin-GFP, high content (AID 493036); 330,000 compounds, 0.17% hits; activation, % at 20 µM; NTR1-U2OS beta-arrestin-GFP spot imaging, agonist mode;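 active = activation at or above 40% of the spot to cytoplasm intensity ratio, with at least 20 cells analyzed; inconclusive = wells under 20 cells, flagged as cytotoxic or low count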;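 also: 0% = DMSO without peptide and 100% = 100 nM NTR1 peptide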
Target sequence (P30989 whole entry, looked up): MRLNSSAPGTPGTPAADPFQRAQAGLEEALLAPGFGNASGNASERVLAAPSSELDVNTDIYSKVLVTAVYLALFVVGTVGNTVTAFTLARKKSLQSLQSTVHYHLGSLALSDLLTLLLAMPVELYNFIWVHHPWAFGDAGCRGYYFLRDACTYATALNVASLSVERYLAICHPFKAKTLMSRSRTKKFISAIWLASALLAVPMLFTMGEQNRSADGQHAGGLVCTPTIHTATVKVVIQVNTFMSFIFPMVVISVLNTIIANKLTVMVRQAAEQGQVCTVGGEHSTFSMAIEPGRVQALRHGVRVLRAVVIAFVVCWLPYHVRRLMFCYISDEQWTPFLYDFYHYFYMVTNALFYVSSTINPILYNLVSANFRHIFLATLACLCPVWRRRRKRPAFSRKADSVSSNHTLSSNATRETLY
K1F lysis inhibition: inhibition of K1F phage lysis, E. coli UTI89, bacterial capsule biogenesis inhibitors, alamar blue (AID 488966); E. coli UTI89 K1F phage lysis, alamar blue, 2 h; higher % means a stronger effect; inhibition, % at 100 µM; hits with a dose series show IC50 in µM; 340,000 compounds, 0.02% hits;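 active = phage lysis inhibition, versus mean bacterial control, above a set limit; inconclusive = no clear call, values can overlap the other calls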;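 also: capsule biogenesis inhibitors block K1F phage lysis so surviving cells raise fluorescence; higher fluorescence means more inhibition of phage lysis; actives were called in the ten point dose series up to 300 µM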
Rac1 GTP hydrolysis: MgcRacGAP GTPase-activating activity inhibitors, confirmation, biochemical, ADP Hunter fluorescence. MgcRacGAP-stimulated Rac1 GTP hydrolysis, ADP Hunter fluorescence; higher % means a stronger effect; GST-tagged Rac1 F28L mutant substrate. inhibition, % at 30 µM, or IC50 in µM where a hit was titrated. 340,000 compounds, 0.6% hits. AID 624330;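 active = first-screen hits whose inhibition reached a set limit at any dose in the follow-up dose series; inconclusive = inhibition above the set first-screen limit but never retested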;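 also: fluorescence reports GDP produced by GAP-driven GTP hydrolysis; strong numbers were not always called active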
KOR beta-arrestin-2: kappa opioid receptor blockers – cell-based, luminescence, uHTS (AID 1778); KOR beta-arrestin recruitment, luminescence, antagonist mode; higher % means a stronger effect; one-dose inhibition, % at 10 µM; IC50 in µM for titrated hits; 290,000 compounds, 0.091% hits; in the data active = inhibition above about 50%; also: strong numbers were not always called active
GPR55 antagonists: GPR55 antagonists blocking LPI-driven arrestin recruitment, primary screen, imaging, U2OS, beta-arrestin-GFP, LPI agonist (AID 2013); 290,000 compounds, 0.13% hits; U2OS GPR55 beta-arrestin-GFP translocation imaging, LPI antagonism; higher % means a stronger effect; inhibition, % at 10 µM, or IC50 in µM where a hit was titrated;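 active = spots per cell inhibited over 60%, with over 100 cells counted and total cytoplasm intensity under 500,000; inconclusive = wells with under 100 cells, flagged as likely toxic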;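 also: U2OS cells stably carrying GPR55 and arrestin-GFP stimulated by 5 µM LPI near EC80; imaged beta-arrestin-GFP aggregate spots per cell after agonist stimulation; plate controls were LPI-stimulated DMSO wells for no effect and DMSO wells without LPI for full effect; some results filed as inactive read as strong as hits; confirmed hits need IC50 under 10 µM and bright autofluorescent wells are also inconclusive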
GPR35 antagonists: GPR35 antagonists blocking zaprinast-driven arrestin recruitment, primary screen, imaging, U2OS, beta-arrestin-GFP, zaprinast agonist (AID 2058); one-dose inhibition, % at 10 µM; IC50 in µM for titrated hits; U2OS GPR35 beta-arrestin-GFP translocation imaging, zaprinast antagonism; higher % means a stronger effect; 290,000 compounds, 0.052% hits;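 active = inhibition of at least 50% with at least 30 cells and total cytoplasm GFP at most 10,000,000; inconclusive = under 30 cells or total GFP of 10,000,000 plus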
GPR55 activation: selective activators of receptor GPR55 – imaging, U2OS cells, beta-arrestin-GFP redistribution, primary screen (AID 1961); 290,000 compounds, 0.048% hits; U2OS GPR55 beta-arrestin-GFP redistribution imaging; higher % means a stronger effect; one-dose activation, % at 10 µM; EC50 in µM for titrated hits;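 active = activation above 40% with more than 50 cells counted in the well; inconclusive = wells holding fewer than 50 cells, flagged as toxic or sparse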;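 also: U2OS osteosarcoma cells stably expressing GPR55 and beta-arrestin-GFP; plate controls were DMSO negative control for no effect and LPI positive control for full effect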
NTR1 ag cell count 20 µM: also measured in NTR1 ag; calls as there; cell count; measured here: cell count, cytotoxicity flag
* = called active by the depositor; ? = inconclusive; / = no result given; & = joins results of further samples; [ ] = another dose, or the depositor's remark.

Results follow in this order: KOR beta-arrestin-1	NOD1 inhibition	NTR1 ag	NTR1 ag cell count 20 µM	K1F lysis inhibition	Rac1 GTP hydrolysis	KOR beta-arrestin-2	GPR55 antagonists	GPR35 antagonists	GPR55 activation
[1] Cc1ccc2c(c1)NC(=O)c1cc([N+](=O)[O-])ccc1O2
    -5.6%	-24%	2.3	41	0.2%	5%	1%	2%	-8%	0.1%
[2] O=C(Nc1cc(C(F)(F)F)ccc1-n1cncn1)c1ccc(Br)cc1
    -0.3%	19%	2.2	73	1.0%	3%	12%	/	21%	0.0%
[3] O=C1OC(c2cccs2)=N/C1=C/c1ccc(-c2cccc(C(=O)O)c2)o1
    -1.7%	-35%	/	/	1.5%	16%	-43%	5%	-8%	-0.2%
[4] O=C(N/N=C/c1cccc(Oc2ccccc2)c1)c1ccncc1
    -0.4%	10%	-0.6	50	0.4%	0%	-4%	12%	7%	-0.6%
[5] COCCNC(=O)/C(C#N)=C\c1ccc(CNS(=O)(=O)c2ccc(C)cc2)o1
    -3.2%	-13%	3.0	39	-0.3%	13%	-38%[20 µM]	-14%	-5%	0.0%
[6] O=C(c1ccco1)N1CCN(C(=O)c2ccc(Cn3cc(Br)cn3)o2)CC1
    0.3%	-19%	0.2	58	-0.5%	6%	3%	0%	7%	-0.1%
[7] Oc1cc(NCc2cccnc2)ccc1-c1nc2ccccc2o1
    2.3%	-56%	-3.5	75	0.7%	3%	-30%	9%	-14%	-0.5%
[8] O=C(NC1CCCCC1)NC1CCN(S(=O)(=O)c2ccc3c(c2)OCCO3)CC1
    1.9%	-12%	2.7	96	0.2%	7%	4%	8%	-5%	0.3%
[9] Cc1ccc(-c2nnc(Nc3ccc4c(c3)nc(C)n4C)c3ccccc23)cc1
    2.2%	12%	20	46	0.8%	7%	22%	-4%	5%	0.5%
[10] CC1CCCCN1CC(=O)Nc1ccc2c(c1)OC(F)(F)O2 (stereo not drawn)
    -2.4%	-42%	-1.2	79	0.1%	-6%	-19%	14%	-8%	-0.3%
[11] Cn1c(SCC(=O)Nc2nccs2)nnc1-c1ccncc1
    3.8%	22%	-1.3	40	1.8%	11%	-92%	-3%	-7%	-0.2%
[12] Cc1ccc(C2NC(=O)c3sc(=S)n(-c4ccccc4)c3N2)cc1 (stereo not drawn)
    /	-34%	2.6	44	0.2%	12%	-80%[20 µM]	6%	-7%	-0.1%
[13] Cc1cn(C2OC(COC(=O)c3ccccc3)C(O)C2Cl)c(=O)[nH]c1=O (stereo not drawn)
    -0.9%	-22%	-0.8	94	-0.2%	1%	1%	-3%	3%	-0.1%
[14] CC(Nc1c([N+](=O)[O-])c(=O)oc2ccccc12)C(Cl)c1ccccc1 (stereo not drawn)
    2.4%	3%	0.5	38	-0.1%	9%	11%	22%	7%	-0.1%
[15] COc1ccc(C2/C(=C(/O)c3ccccc3)C(=O)C(=O)N2CCN2CCOCC2)c(OC)c1 (stereo not drawn)
    -1.0%	3%	7.2	87	1.9%	6%	4%	1%	-1%	0.8%
[16] CCOC(=O)c1sc(N)c(C#N)c1CSc1nc2ccc(C)cc2[nH]1
    4.4%	-11%	0.3	48	-0.9%	-1%	42%	6%	-9%	-0.2%
[17] Cc1ccccc1N(CC(=O)NCc1ccccc1)C(=O)CCC(=O)Nc1nccs1
    1.7%	-4%	-2.1	51	0.2%	7%	-33%	1%	2%	-0.2%
[18] COc1nc(NC(C)(C)C)nc(Oc2ccc(=O)n(C)n2)n1
    -10%	-11%	-0.1	92	-0.4%	8%	-10%	8%	-6%	-0.1%
[19] O=C(N/N=C/C(Br)=C/c1ccccc1)c1ccc([N+](=O)[O-])cc1
    -5.7%	-4%	1.7	49	0.2%	12%	-28%	4%	-4%	0.1%
[20] CCOC(=O)N1CCC(NC(=O)c2cccc3c2C(=O)N(c2ccc(OC)cc2)C3)CC1
    -4.4%	-9%	4.7	62	-0.9%	1%	-21%	15%	3%	-0.2%
[21] Fc1ccc(-c2csc(-c3cccnc3)n2)cc1F
    -3.1%	7%	2.5	67	0.1%	7%	-3%	8%	5%	-0.1%
[22] CN(CCCC1CCCC1)C(=O)CC1C(=O)NCCN1Cc1cccc(F)c1F (stereo not drawn)
    1.6%	-15%	2.1	44	-0.3%	6%	-6%	6%	2%	0.0%
[23] CC(=O)N[C@@H]1c2c(ccc3ccccc23)OC[C@@H]1COC(C)=O
    -9.0%	-16%	1.1	91	/	/	11%	9%	-1%	0.1%
[24] COc1ccc(C(=O)C[n+]2ccc3ccccc3c2C)cc1
    -3.1%	-2%	-0.1	39	-2.5%	-14%	35%	6%	-2%	-0.1%
[25] CC1Sc2ccc(S(=O)(=O)N3CCC(C(=O)N4CCN(C)CC4)CC3)cc2NC1=O (stereo not drawn)
    4.4%	34%	-0.8	61	0.9%	-1%	-14%	-6%	2%	-0.2%
[26] CCOc1ccc(-c2c(C)n([O-])c3c([n+]2=O)CCCCC3)cc1
    0.1%	-24%	2.0	64	0.2%	3%	1%	0%	5%	-0.3%
[27] CCCC(=O)Nc1cccc(NC(=S)NC(=O)C(C)Oc2ccc(Cl)cc2Cl)c1 (stereo not drawn)
    3.5%	7%	9.5	54	4.5%	7%	13%	-1%	-17%	0.3%
[28] CN(C)c1nc(OCCOC(=O)COc2ccc(Cl)cc2Cl)nc(N(C)C)n1
    -3.2%	-22%	1.2	64	0.3%	3%	22%	4%	-16%	-0.1%
[29] CC(C)(C)NC(=O)CN(Cc1cccs1)C(=O)CNS(=O)(=O)c1ccccc1
    2.7%	-9%	0.6	101	0.2%	11%	-13%	4%	5%	-0.1%
[30] Cc1nc(N2CCN(C)CC2)c2c3c(sc2n1)CCCC3
    -1.7%	14%	2.3	54	0.0%	10%	23%	?	10%	-0.2%
[31] COc1ccc(Br)cc1S(=O)(=O)NCc1ccccn1
    8.5%	-8%	-0.8	65	0.7%	11%	-29%[20 µM]	5%	-8%	-0.1%
[32] Cc1ccc(Cl)cc1N1CCN(Cc2nc3c(c(=O)[nH]c(=O)n3C)n2CCc2ccccc2)CC1
    6.8%	-24%	3.3	41	2.1%	12%	-14%	0%	-9%	-0.3%
[33] COc1cc(NC2c3ccccc3C(=O)N2Cc2ccc3c(c2)OCO3)cc(OC)c1OC (stereo not drawn)
    0.5%	-3%	0.1	59	-0.1%	12%	-1%	7%	15%	-0.1%
[34] O=[N+]([O-])c1ccc(SCCc2ccncc2)cc1
    4.8%&3.0%	-10%&4%	0.0&-0.5	45&53	-1.8%	7%	-1%&-4%	9%&-1%	-7%&5%	0.2%&0.9%
[35] C/C(=N/NC(=O)CNC(=O)c1cccnc1)c1ccco1
    -3.7%	5%	-1.0	50	-1.2%	-13%	12%	-4%	-10%	-0.1%
[36] Cc1[nH]c2ccccc2c1C(=O)COC(=O)c1c(-c2ccccc2Cl)noc1C
    5.9%	-19%	35	42	2.7%	9%	29%	-10%	8%	?
[37] CN(C)C(=S)SCC(=O)NC(=O)NC(C)(C)C
    -4.9%	-31%	1.6	56	0.3%	7%	8%	11%	-11%	-0.4%
[38] CC(=O)Nc1ccc(NC(=O)C(C)OC(=O)CCc2nc3ccccc3s2)cc1 (stereo not drawn)
    -3.4%	-6%	1.1	57	0.3%	2%	-2%	7%	0%	0.2%
[39] CN(Cc1ccccc1)Cc1c(O)ccc2ccccc12
    -3.5%	-23%	1.3	54	0.2%	89µM*	-16%[20 µM]	7%	9%	0.8%
[40] CCN=C1Cn2c(nc3scc(-c4ccccc4)c3c2=O)CN1CC
    -1.2%	-22%	-0.3	87	1.0%	5%	-23%	-3%	-4%	-0.2%
[41] O=C(COc1ccc(F)cc1)Nc1nc2c(s1)CCCC2
    -5.4%	-42%	0.0	74	1.6%[50 µM]	6%	11%	4%	-2%	-0.2%
[42] COc1cc(OC)c(OC)cc1/C=N/NC(=O)C[n+]1ccccc1
    2.9%	-10%	0.5	41	0.6%	11%	-10%	4%	-5%	0.1%
[43] Cc1ccc(N(CC(=O)O)S(C)(=O)=O)cc1
    -4.1%	-23%	-1.2	45	-0.3%	4%	5%	-8%	8%	-0.5%
[44] CC(C)(C)C(=O)/C=C(\N)c1ccncc1
    /	-7%	1.3	46	0.2%	4%	-16%	-6%	-8%	-0.3%
[45] COc1ccc(C(=O)N2CCn3c2nc2ccccc23)cc1
    /	-50%	1.9	46	0.1%	10%	/	8%	16%	-0.1%
[46] O=C(CN1C(=O)c2ccccc2C1=O)NCCOc1ccccc1
    -2.4%	-13%	-0.5	48	4.0%	17%	-15%	14%	11%	0.1%
[47] Cc1ccc(NS(=O)(=O)c2ccc(F)cc2)nc1
    -0.2%	-35%	-1.7	58	-0.9%	13%	-7%	-9%	-4%	-0.1%
[48] NC(=O)c1ccccc1NS(=O)(=O)c1ccc2c(c1)OCCO2
    5.6%	-21%	0.6	82	-0.1%	-1%	2%	-11%	1%	-0.1%
[49] CNC(=O)C(C)N1c2cccc3cccc(c23)S1(=O)=O (stereo not drawn)
    0.8%	4%	0.7	35	0.8%	5%	-18%[20 µM]	3%	14%	0.3%
[50] O=C(CSCc1c(F)cccc1Cl)NCC1CCCO1 (stereo not drawn)
    1.2%	9%	-1.4	64	3.8%	10%	-19%	15%	16%	-0.2%
[51] Cc1cc(Cl)ccc1NC(=O)COC(=O)c1nc2nccc(C)n2n1
    -2.8%	-28%	-0.1	49	-0.1%	1%	-1%	10%	0%	0.1%
[52] O=C(Nc1ccccc1-c1ccccc1)C1CCC1
    -2.7%	0%	0.5	55	-0.8%	2%	-9%	-12%	9%	-0.1%
[53] Cc1ccc(C(=O)NCC(=O)Nc2cccc(S(=O)(=O)NC3=NCCCCC3)c2)cc1C
    -6.6%	-38%	-0.2	38	13%	7%	18%	4%	10%	0.4%

An excerpt; rates above refer to the full screens.
